HT1080 IDH1KD tx: qHTS for induction of synthetic lethality in tumor cells producing 2HG: qHTS for the HT-1080-IDH1KD cell line | 360,000 tested, 2% active | HT-1080 IDH1 knockdown viability, ATP luminescence, 48 h | Potency, µM (top dose mostly 46.1 µM), inactives show at the top dose activity, negative = toxicity, hits mostly cytotoxic | AID 686971, 2013;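 also: potency is read from the fitted curve at half-maximal effect; 0% = DMSO wells and -100% = cell-free medium wells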
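In this qHTS, HT-1080 cells depleted of IDH1 are exposed for 48 h at 37 °C to compound titrations. Toxicity is scored from CellTiter-Glo luminescence, with DMSO as full viability and medium alone as none.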
MCF10A rerep: A quantitative high throughput screen for small molecules that induce DNA re-replication in MCF 10a normal breast cells; 350,000 tested, 2.9% active; Potency, µM (doses to about 46.1 µM), inactives show top-dose activity, positive = re-replication, hits mostly activators; MCF 10A DNA re-replication, Hoechst nuclear intensity, 48 h; also: potency is read from the fitted curve at half-maximal effect; % of control where 0% means no effect; nearly all actives have a fitted effect of over 50% in size
HT1080NT lethal: qHTS for induction of synthetic lethality in tumor cells producing 2HG: qHTS for the HT-1080-NT fibrosarcoma cell line. HT-1080-NT fibrosarcoma viability, CellTiter-Glo ATP luminescence, 48 h. Potency, µM (titrated, usually from 46.1 µM), inactives show at the top dose activity, negative = less viability, usual class: cytotoxic. 360,000 tested, 1.6% active;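 also: NT is the 2HG producing partner of a matched IDH1 knockdown line; potency is read from the fitted curve at half-maximal effect; 0% = DMSO-treated cells and -100% = media-only wells without cells; nearly all actives have a fitted effect of over 55% in size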
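HT-1080-NT fibrosarcoma cells (2HG-overproducing), 750 cells/well in RPMI with 5% FBS, dosed after 2 h and incubated 48 h at 37C. CellTiter-Glo luminescence normalized to DMSO and no-cell wells; concentration-response curves fitted and classed.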
SW480 rereplic: A quantitative high throughput screen for small molecules that induce DNA re-replication in SW480 colon adenocarcinoma cells. Potency, µM (series often up to 46.1 µM), for inactives: top-dose re-replication activation, hits mostly activators. 340,000 tested, 1.8% active. SW480 DNA re-replication, Hoechst DNA content imaging, 48 h. AID 624297, 2012; also: potency is read from the fitted curve at half-maximal effect; % of control where 0% means no effect; nearly all actives have a fitted effect of over 55% in size
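250 cells/well; 23 nL cpd via pin tool; 48 hr, 37 C, 5% CO2; Hoechst 40 min; imager read of total nuclear intensity, ex 405/em 500-530 nm.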
DRD3 agonist: qHTS of D3 Dopamine Receptor Agonist: qHTS | D3R DiscoveRx beta-arrestin cells, luminescence, 90 min | D(3) dopamine receptor (Homo sapiens), P35462 | max activation, % | 410,000 tested, 0.58% active; in the data active = max activation above about 30%; also: 0% is about no effect; mostly tested at two doses, the higher about 12 µM
Target sequence (P35462 whole entry, looked up): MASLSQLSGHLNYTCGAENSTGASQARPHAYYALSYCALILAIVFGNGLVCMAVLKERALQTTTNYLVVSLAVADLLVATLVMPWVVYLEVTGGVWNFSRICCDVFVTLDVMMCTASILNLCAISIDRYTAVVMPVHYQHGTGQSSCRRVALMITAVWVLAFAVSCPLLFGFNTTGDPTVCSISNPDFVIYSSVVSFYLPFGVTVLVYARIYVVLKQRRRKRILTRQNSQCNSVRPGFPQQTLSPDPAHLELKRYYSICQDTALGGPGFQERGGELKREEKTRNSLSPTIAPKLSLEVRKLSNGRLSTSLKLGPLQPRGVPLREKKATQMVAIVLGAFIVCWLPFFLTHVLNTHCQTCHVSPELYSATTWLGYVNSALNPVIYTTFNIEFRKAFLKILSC
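Agonist-mode cell screen: cells plated at 1500/well and incubated overnight at 37 °C, then exposed to library compounds for 90 min at 37 °C. Detection reagent was added for 30–60 min at room temperature, and luminescence was read.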
HEK293 tox: qHTS of GLP-1 Receptor Inverse Agonists: Cytotox Screen | 410,000 tested, 0.13% active | HEK293 cAMP-luciferase reporter cells, luminescence, 24 h | Potency, µM (series often up to 38.3 µM), for inactives: top-dose activity change, negative = inhibition, usual class: inhibitors | AID 624418, 2012;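 also: loss of luciferase light is scored as toxicity; potency is read from the fitted curve at half-maximal effect; % is scaled to controls: 0 for no effect and ±100 for the full control effect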
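To flag toxic compounds, the library was rerun on cells for 24 hr at 37 deg C and 5% CO2. Viability-linked luminescence was captured 12 min after adding luciferase detection reagent.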
KB-V1 MDR tox: qHTS assay for MDR1-selective chemotherapeutics: Primary screen using the drug-selected MDR subline cells KB-V1 | 400,000 tested, 3.4% active | Potency, µM (titrated, usually from 46.1 µM), without a hit: top-dose activity change, negative = cytotoxicity, actives largely listed as cytotoxic | KB-V1 MDR cells viability, CellTiter-Glo, 72 h; also: potency is read from the fitted curve at half-maximal effect; % is scaled to controls: 0 for no effect and ±100 for the full control effect; nearly all actives have a fitted effect of over 60% in size
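Potencies derive from concentration-effect curves fitted to normalized luminescence (CellTiter-Glo) of KB-V1 cells treated for 72 h at 37 degrees C in phenol-red-free DMEM containing 10% FBS.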
KB-3-1 cytotox: qHTS assay for MDR1-selective chemotherapeutics: Primary screen using the parental adenocarcinoma cell KB-3-1; AID 1347075, 2019; 400,000 tested, 1.4% active; KB-3-1 viability, CellTiter-Glo ATP luminescence, 72 h; Potency, µM (highest dose often 46.1 µM), inactives show at the highest dose activity change, negative = cytotoxic, usual class: cytotoxic; also: potency is read from the fitted curve at half-maximal effect; % is scaled to controls: 0 for no effect and ±100 for the full control effect; nearly all actives have a fitted effect of over 60% in size
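Parental KB-3-1 viability, qHTS format: 72 h compound exposure, 37 °C; CellTiter-Glo; media-only wells and DMSO plates as controls; concentration-effect fits on corrected data.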
IL-1B inflam inh: qHTS for Inhibitors of Inflammasome Signaling: IL-1-beta AlphaLISA Primary Screen. activity change, % at 57.5 µM. 360,000 tested, 4.7% active. AID 743279, 2014. THP-1 LPS/ATP IL-1B secretion, AlphaLISA, 16 h; hits give low values; in the data active = activity change below about -50%; inconclusive = mostly about -30% to -49%; also: % is scaled to controls: 0 for no effect and ±100 for the full control effect
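THP-1 cells pretreated 1 hr with compounds (up to 57.5 uM final), then stimulated with LPS (250 ng/mL final) plus ATP (1.25 mM final); secreted IL-1B measured by AlphaLISA after 16 hr, decreased signal indicating inhibition.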
The depositor's hits bear a star; i = inactive; ? = inconclusive; . = not tested or not shown; [ ] = dose if it differs, or a comment. Unless noted, calls follow the shape of the dose curve; as a rule, active = well fitted curve in the direction sought with a large enough effect; inconclusive = small, poorly fitted or top-dose-only effect, or another doubt; inactive = no such curve, though single readings can be large; an effect the other way counts as inactive or inconclusive. Rows are unselected (roughly 11% active in at least one column).

nr	smiles	HT1080 IDH1KD tx	MCF10A rerep	HT1080NT lethal	SW480 rereplic	DRD3 agonist
1	O=C(c1cc(-c2ccccc2)nn1-c1ccccc1)N1CCN(S(=O)(=O)c2c(F)cccc2F)CC1	0%	?	2%	3%	5
2	Cc1cc(C)n(-c2nc3c(c(=O)[nH]c(=O)n3C)n2CC(O)COc2ccccc2)n1 (stereo unspecified)	-3%	-2%	-8%	-7%	3
3	Cc1ccc(S(=O)(=O)N(C)C)cc1NC(=S)NC(C)CCCC(C)C (stereo unspecified)	?	?	?	-2%	-13
4	CCOC(=O)c1ccccc1NC(=O)c1cccc2c1C(=O)N(C1CCN(C(=O)OCC)CC1)C2	2%	5%	-2%	1%	-5
5	C[C@@H]1CN([C@@H](C)CO)C(=O)CCCn2nncc2CO[C@@H]1CN(C)C(=O)c1ccccc1	2%	.	14%	.	3
6	CC(C)CC(=O)NCC(c1ccc2c(c1)OCO2)N1CCN(c2ccccc2F)CC1 (stereo unspecified)	.	.	.	.	-21
7	Cc1sc2cc(-c3cccc([N+](=O)[O-])c3)c(-c3cccc([N+](=O)[O-])c3)c[n+]2c1C	-1%	6%	2%	1%	-2
8	CC1CCN(C(=O)CN2C(=O)NC3(CCCCCC3)C2=O)CC1	4%	-16%	10%	-2%	4
9	COc1ccc(-n2c(SC(C)C(=O)Nc3ccc(NC(C)=O)cc3)nc3ccccc3c2=O)cc1OC (stereo unspecified)	-15%	5%	-10%	-2%	-18
10	COC(=O)c1cc(Cl)c(N)cc1OC	12%	4%	2%	-5%	-3

nr	HEK293 tox	KB-V1 MDR tox	KB-3-1 cytotox	IL-1B inflam inh
1	11%	?	-14%	-9
2	-27%	-1%	21%	7
3	?	?	?	-73*
4	0%	-1%	?	8
5	-8%	2%	-5%	4
6	1%	-4%	-7%	.
7	-8%[1.53 µM]	-4%	7%	13
8	-5%	.	.	14
9	0%	5%	-14%	5
10	-3%	5%	9%	12

(continued)
nr	smiles	HT1080 IDH1KD tx	MCF10A rerep	HT1080NT lethal	SW480 rereplic	DRD3 agonist
11	CC(C)c1nc2cc(C(=O)N(C)C3CCOCC3)ccc2o1	1%	1%	4%	1%	16
12	CC1CCCCC1NC(=O)CN1C(=O)CSc2cc(S(=O)(=O)N3CCCCCC3)ccc21 (stereo unspecified)	-6%	17%	-2%	?	-3
13	O=C(CCc1nc(-c2ccccc2Cl)no1)NCCc1ccccc1	0%	0%	-3%	-4%	-5
14	O=c1c2ccccc2ncn1-c1ccc(Cl)c(Cl)c1	-13%[9.24 µM]	?	-4%	-2%	1
15	Cc1ccc2nc(-c3ccc(NC(=O)Cc4cccs4)cc3)[nH]c2c1	?	?	?	?	4
16	CC1(C)CC(=O)C2=C(C1)Nc1[nH]n(-c3ccccc3)c(=O)c1C2c1ccc2c(c1)OCO2 (stereo unspecified)	-17%	27%	0%	1%	-4
17	N#Cc1ccccc1CSc1nnc(-c2ccccc2)o1	.	.	.	.	-7
18	O=C(CN1CCN(CCC(=O)Nc2ccccc2F)CC1)Nc1ccc(Cl)cc1	-10%	3%	1%	-3%	-16
19	O=C(CSc1nnc2c(n1)[nH]c1ccccc12)Nc1ccc(N2CCOCC2)cc1	-3%	7%	4%	3%	-2
20	C/C(CC(=O)NCc1ccco1)=N\NC(=O)c1ccc([N+](=O)[O-])cc1Cl	2%	-19%	4%	-23%	-2

nr	HEK293 tox	KB-V1 MDR tox	KB-3-1 cytotox	IL-1B inflam inh
11	-1%	.	.	9
12	-25%	-32%	9%	-25
13	-11%	-7%	15%	-2
14	43%	5%	5%	2
15	?	-1%	0%	-19
16	-19%	-11%	-16%	-7
17	11%	?	5%	.
18	-4%	4.6µM*	25%	-6
19	-7%	-2%	-9%	48
20	-3%	?	12%	15

Whole records, looked up by structure. Order of screens: HT1080 IDH1KD tx	MCF10A rerep	HT1080NT lethal	SW480 rereplic	DRD3 agonist	HEK293 tox	KB-V1 MDR tox	KB-3-1 cytotox	IL-1B inflam inh
O=C(CCc1nc(-c2ccccc2Cl)no1)NCCc1ccccc1 in the list: 0%	0%	-3%	-4%	-5	-11%	-7%	15%	-2
O=C(CN1CCN(CCC(=O)Nc2ccccc2F)CC1)Nc1ccc(Cl)cc1 in the list: -10%	3%	1%	-3%	-16	-4%	4.6µM*	25%	-6
Cc1ccc2nc(-c3ccc(NC(=O)Cc4cccs4)cc3)[nH]c2c1 in the list: ?	?	?	?	4	?	-1%	0%	-19
C/C(CC(=O)NCc1ccco1)=N\NC(=O)c1ccc([N+](=O)[O-])cc1Cl in the list: 2%	-19%	4%	-23%	-2	-3%	?	12%	15

(continued)
nr	smiles	HT1080 IDH1KD tx	MCF10A rerep	HT1080NT lethal	SW480 rereplic	DRD3 agonist
21	O=C(OCCCc1ccncc1)c1ccc(S(=O)(=O)N2CCOCC2)cc1	0%	29%	27%	-7%	10
22	COc1ccccc1OCCNC(=O)C(CCSC)NC(=O)COc1ccccc1 (stereo unspecified)	3%	3%	5%	-4%	10
23	COc1ccccc1C(=O)NC(=O)COC(=O)/C(=C/c1ccccc1)NC(C)=O	-8%	23%	2%	?	3
24	Cc1ccc(-c2cccc(=O)o2)cc1	19%	.	30%	.	3
25	COc1cccc(C(=O)Nc2cccc(-c3ccc(N4CCOCC4)nn3)c2)c1	-11%	1%	-9%	-8%	-13
26	O=C(CN(c1ccc(F)cc1)S(=O)(=O)c1ccc2c(c1)OCCO2)Nc1ccc2c(c1)OCO2	-17%	-5%	-5%	-2%[9.22 µM]	0
27	COc1ccc(C(CNC(=O)c2ccc(Cl)s2)N2CCOCC2)cc1 (stereo unspecified)	4%	3%	9%	?	-14
28	CSc1nnc(CNC(=O)C23CC4CC(CC(C4)C2)C3)n1Cc1ccccc1	9%	6%	9%	-3%	1
29	Cc1ccc(NC(=O)c2ccc3c(=O)n4c(nc3c2)CCC4)cc1S(=O)(=O)N(C)C	10%	0%	0%	2%	0
30	O=C(CN1CCN(CC(=O)Nc2ccc(-c3ccccc3)cc2)CC1)Nc1ccc(F)cc1	4%	17%	0%	3%	-9

nr	HEK293 tox	KB-V1 MDR tox	KB-3-1 cytotox	IL-1B inflam inh
21	13%	3%	18%	15
22	-8%	?	4%	-19
23	-1%	-1%	-7%	i
24	0%	5%	-1%	-19
25	18%	?	-2%	1
26	-5%	0%	-7%	-16
27	0%	-15%	3%	8
28	-7%	?	0%	-2
29	29%	?	?	11
30	-11%	?	1%	2

Other structures:
nr	smiles	HT1080 IDH1KD tx	MCF10A rerep	HT1080NT lethal	SW480 rereplic	DRD3 agonist
31	Cc1ccc(C)c(S(=O)(=O)c2nnn3c2nc(Nc2ccc(C)c(C)c2)c2ccccc23)c1	.	.	.	.	-12
32	Nc1nc(C2CC2)c(Sc2sc(N)nc2C2CC2)s1	?	?	?	0%	4
33	O=C(CSc1ccc([N+](=O)[O-])cc1)Nc1cccc(S(=O)(=O)N2CCOCC2)c1	0%	5%	3%	-4%	1
34	COc1ccc(C(=O)N2CCC(C)(C(=O)NS(=O)(=O)C3CC3)C2)cc1 (stereo unspecified)	28%	.	?	.	0
35	CCNC(=O)C1(C)CCN(C(=O)c2c(F)ccc(C)c2F)C1 (stereo unspecified)	11%	.	18%	.	4
36	CC(C)(C)N1CC23C=CC(C[C@@H]2C1=O)O3 (stereo partly specified)	9%	-1%	-1%	-5%	11
37	CCOC(=O)/C(C#N)=C/c1ccc(N2CCN(C)CC2)cc1	4%	4%	6%	-1%	-2
38	O=C(CNC(=O)c1ccc2c(c1)OCCO2)N/N=C/c1cccc(Br)c1	-2%	21%	-8%	-5%	-13
39	Cc1cc(C)nc(SCC(=O)OC(C)C(=O)Nc2ccccc2)n1 (stereo unspecified)	-5%	7%	4%	-5%	3
40	CCOC(=O)C1CCCN(C(=O)CNS(=O)(=O)c2ccc(Br)s2)C1 (stereo unspecified)	-6%	-3%	7%	1%	-4

nr	HEK293 tox	KB-V1 MDR tox	KB-3-1 cytotox	IL-1B inflam inh
31	11%	?	-8%	.
32	-18%	?	?	-12
33	-11%	?	20%	-68*
34	2%	5%	0%	0
35	3%	2%	0%	-16
36	9%	28%	2%	32
37	5%	7%	4%	-6
38	-4%	-15%	13%	-15
39	-3%	6%	2%	-12
40	1%	21µM*	1%	-4

(more compounds)
nr	smiles	HT1080 IDH1KD tx	MCF10A rerep	HT1080NT lethal	SW480 rereplic	DRD3 agonist
41	COC(=O)c1ccc(OCC2c3cc(OC)c(OC)cc3CCN2C(=O)Cc2ccccc2)cc1 (stereo unspecified)	.	.	.	.	7
42	Cc1cccc(NC(=O)CN2C(=O)S/C(=C\c3ccc(-c4cccc(C(=O)O)c4C)o3)C2=O)c1	7%	23µM*	5%	?	0
43	CCc1cc(C)cc(OCCNC(=O)c2cncc(Br)c2)c1	-3%	3%	-11%	-7%	-4
44	O=C(Nc1cccnc1)Nc1ccccc1Cl	-2%	-1%	11%	1%	5
45	O=C(O)c1ccc(S(=O)(=O)N2CCC(Cc3ccccc3)CC2)cc1	5%	-1%	18%	-5%	-2
46	O=C(Cn1cnc2ccccc2c1=O)NNC(=O)c1cccc([N+](=O)[O-])c1	0%	2%	7%	-4%	-4

nr	HEK293 tox	KB-V1 MDR tox	KB-3-1 cytotox	IL-1B inflam inh
41	-5%	-7%	-10%	.
42	25%	8%	-14%	20
43	?	?	-23%	-24
44	3%	?	1%	10
45	-1%	5%	3%	10
46	-4%	0%	3%	22

Compound activity deposited in PubChem BioAssay by National Center for Advancing Translational Sciences (NCATS).
